Screening data from PubChem.
Vif-APOBEC3F blk = qHTS for Inhibitors of Vif-A3F Interactions: qHTS. HeLa A3F-eYFP + Vif (tagged APOBEC3F with the HIV-1 protein that degrades it), YFP fluorescence increase. Potency, µM (top dose mostly 46.1 µM), inactives show top-dose activity, negative = active. 390,000 compounds, 0.2% hits. AID 602313, 2012; further: potency means the concentration at half of the fitted maximal effect; % of control where 0% means no effect; nearly all actives have a fitted effect of over 65% in size
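HeLa cells stably expressing A3F-eYFP plus Vif, plated and incubated overnight at 37 deg C, then exposed to compounds overnight at 37 deg C. Blocked degradation read as raised yellow fluorescence (Ex 488/Em 500-530).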
TrxR1 substrate = qHTS Assay for Substrates of Mammalian Selenoprotein Thioredoxin Reductase 1 (TrxR1): qHTS. Thioredoxin reductase 1, cytoplasmic (Rattus norvegicus), O89049. purified TrxR1 substrate turnover, NADPH consumption readout. Potency, µM (highest dose often 114 µM), for the others: top-dose activity change, negative = substrate turnover. 390,000 compounds, 0.01% hits. AID 588456, 2011; further: potency means the concentration at half of the fitted maximal effect; on the % scale 0 is the no-effect control and ±100 the full control effect; nearly all actives have a fitted effect of over 50% in size
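Rat TrxR1, dispensed at 90 nM, was prereduced with 400 uM NADPH (final) for 5 min at ~22 deg C, then incubated with compound 15 min before 400 uM selenite. A first-read NADPH fluorescence drop versus no-compound background flagged substrates.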
Glioma ERSR ind = qHTS for Inducers of the Endoplasmic Reticulum Stress Response (ERSR) in Human Glioma: qHTS; U87-MG GRP78 promoter luciferase reporter, 16 h; Potency, µM, without a hit: at the highest dose activation, actives largely listed as activators; 420,000 compounds, 0.02% hits; further: potency means the concentration at half of the fitted maximal effect; series mostly up to about 76 µM; % of control where 0% means no effect; nearly all actives have a fitted effect of over 35% in size
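Stably transfected U87-MG human glioma cells carrying a GRP78-based luminescent sensor were seeded at 1000 cells/well, pin-dosed with compounds and incubated 16 h. Luciferase reagent was then added, and end-point luminescence was read after 10 min at room temperature.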
LDHA block = qHTS assay for inhibitors of human lactate dehydrogenase; L-lactate dehydrogenase A chain (Homo sapiens), P00338; purified LDHA, NADH/diaphorase-resazurin fluorescence; active compounds read low; activity change, % (values are at about 110 or 230 µM); 480,000 compounds, 0.15% hits; AID 1347041, 2019; in the data active means activity change below about -30%; inconclusive means mostly about -25% to -30%;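 further: plate controls were DMSO wells for no effect and wells without enzyme for full effect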
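Remaining NADH was detected by diaphorase (0.133 mg/mL) converting 37 µM resazurin to fluorescent resorufin, read at 0 and 20 minutes. The preceding 5-minute room-temperature reaction used 2 nM LDHA, 0.2 mM sodium pyruvate and 0.06 mM NADH at pH 7.4.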
mIDH1 inhibitor = qHTS for Inhibitors of mutant isocitrate dehydrogenase 1 (IDH1): qHTS | IDH1-R132H enzyme, NADPH consumption, diaphorase/resazurin fluorescence | Potency, µM (doses to about 76.6 µM), for the others: at the highest dose activity change, negative = inhibition, hits mostly inhibitors | 390,000 compounds, 0.093% hits | AID 602179, 2012; further: potency means the concentration at half of the fitted maximal effect; on the % scale 0 is the no-effect control and ±100 the full control effect; nearly all actives have a fitted effect of over 65% in size
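IDH1-R132H (0.5 ug/mL) preincubated 30 min with compound, then NADPH (0.016 mM) and alpha-KG (2 mM) added; 80 min at RT, pH 7.5. Remaining NADPH coupled via diaphorase/resazurin to fluorescence (540/590 nm); concentration-response curves normalized to no-enzyme control.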
Vif-A3G inh = qHTS for Inhibitors of Vif-A3G Interactions: qHTS | DNA dC->dU-editing enzyme APOBEC-3G (Homo sapiens), Q9HC16 | HeLa A3G-eYFP + Vif (tagged APOBEC3G with the HIV-1 protein that degrades it), YFP fluorescence, overnight | 410,000 compounds, 0.076% hits | AID 602310, 2012 | Potency, µM (top dose mostly 46.1 µM), without a hit: top-dose activity, negative = active, most hits filed as inhibitors;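 further: potency means the concentration at half of the fitted maximal effect; on the % scale 0 is the no-effect control and ±100 the full control effect; nearly all actives have a fitted effect of over 60% in size; hits raise eYFP signal because A3G escapes Vif-driven loss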
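HeLa cells stably expressing Vif and C-terminally eYFP-tagged A3G, seeded overnight at 37 deg C, then exposed to compound by pintool overnight at 37 deg C. Rise in yellow fluorescence (Ex 488/Em 500-530, Acumen) marks blocked Vif-driven A3G degradation.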
RGS4 inh = Inhibitors of Regulator of G Protein Signaling (RGS) 4: qHTS. Regulator of G-protein signaling 4 (Homo sapiens), P49798. Transcreener GDP fluorescence polarization, RGS4-accelerated GTP hydrolysis. Potency, µM (series often up to 114 µM), inactives show at the highest dose activity change, negative = inhibition, most hits filed as inhibitors. 390,000 compounds, 0.039% hits. AID 504845, 2011; further: potency means the concentration at half of the fitted maximal effect; on the % scale 0 is the no-effect control and ±100 the full control effect; nearly all actives have a fitted effect of over 75% in size; some results filed as inactive show a strong effect at the top dose
Target sequence (P49798 whole entry, looked up): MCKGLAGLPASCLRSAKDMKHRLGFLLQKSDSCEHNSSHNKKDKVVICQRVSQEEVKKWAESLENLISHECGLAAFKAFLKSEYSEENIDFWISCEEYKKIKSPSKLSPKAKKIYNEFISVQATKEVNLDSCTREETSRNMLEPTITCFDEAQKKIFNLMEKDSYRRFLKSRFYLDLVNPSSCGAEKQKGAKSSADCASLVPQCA
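MLSMR compounds (23 nl, pin-transferred) preincubated 10 min at room temperature with a 500nM (2x) first reagent, then RGS4 at 900nM (2x) plus Transcreener GDP mix added; fluorescence polarization (620/688 nm) read before and after 90 min at 30 °C.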
TrxR1 inh = qHTS Assay for Inhibitors of Mammalian Selenoprotein Thioredoxin Reductase 1 (TrxR1): qHTS; 390,000 compounds, 1% hits; AID 588453, 2011; Potency, µM (highest dose often 114 µM), inactives show at the top dose activity change, negative = inhibition, most hits filed as inhibitors; recombinant rTrxR1, NADPH fluorescence consumption, selenite substrate; Thioredoxin reductase 1, cytoplasmic (Rattus norvegicus), O89049; further: potency means the concentration at half of the fitted maximal effect; on the % scale 0 is the no-effect control and ±100 the full control effect; nearly all actives have a fitted effect of over 65% in size
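Rat TrxR1 (90 nM in the dispensed reagent) was pre-reduced with 400 uM NADPH for 5 min at room temperature, then incubated with compound for 15 min. After 400 uM selenite was added, NADPH fluorescence (Ex 340/Em 450 nm) was followed for 8 min.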
USP1 inh = Inhibitors of USP1/UAF1: Primary Screen. Potency, µM (series often up to 57.1 µM), for the others: at the highest dose activity change, negative = inhibition, most hits filed as inhibitors. 390,000 compounds, 0.23% hits. recombinant USP1/UAF1, Ub-Rhodamine cleavage fluorescence. Ubiquitin carboxyl-terminal hydrolase 1 (Homo sapiens), O94782; further: potency means the concentration at half of the fitted maximal effect; on the % scale 0 is the no-effect control and ±100 the full control effect; nearly all actives have a fitted effect of over 60% in size; inactives centre near -12
Target sequence (O94782 whole entry, looked up): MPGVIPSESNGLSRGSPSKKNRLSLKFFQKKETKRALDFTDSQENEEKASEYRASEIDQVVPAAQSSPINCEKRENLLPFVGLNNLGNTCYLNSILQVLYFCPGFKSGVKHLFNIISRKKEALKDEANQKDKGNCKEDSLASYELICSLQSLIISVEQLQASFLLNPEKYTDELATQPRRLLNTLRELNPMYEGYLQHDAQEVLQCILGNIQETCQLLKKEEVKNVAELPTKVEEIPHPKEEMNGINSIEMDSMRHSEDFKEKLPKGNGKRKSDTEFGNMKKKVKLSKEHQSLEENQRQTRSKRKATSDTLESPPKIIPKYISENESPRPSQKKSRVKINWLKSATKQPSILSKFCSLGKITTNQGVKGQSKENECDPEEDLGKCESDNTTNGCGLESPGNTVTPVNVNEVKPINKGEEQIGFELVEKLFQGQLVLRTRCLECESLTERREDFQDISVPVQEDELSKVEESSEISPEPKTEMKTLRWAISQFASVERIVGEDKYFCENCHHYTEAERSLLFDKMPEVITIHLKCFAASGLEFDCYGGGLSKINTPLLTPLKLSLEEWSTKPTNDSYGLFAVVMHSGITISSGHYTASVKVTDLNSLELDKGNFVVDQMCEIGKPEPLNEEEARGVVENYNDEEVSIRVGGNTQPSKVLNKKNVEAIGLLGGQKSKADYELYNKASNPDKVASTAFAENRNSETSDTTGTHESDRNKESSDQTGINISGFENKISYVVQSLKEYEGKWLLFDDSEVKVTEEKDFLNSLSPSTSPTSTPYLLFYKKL
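In this screen, compounds sit with the deubiquitinase complex (1nM) for 15 min at room temperature before Ub-Rho is added at 150nM final. Fluorescence rise is then followed for 6 reads every 60 seconds.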
Active calls of the source: *; ? = inconclusive; & = joins results of further samples; [ ] = another dose, or the depositor's remark. Unless noted, the call rests on the fitted dose curve; in most records, active means well fitted curve in the direction sought with a large enough effect; inconclusive means small, poorly fitted or top-dose-only effect, or another doubt; inactive means no such curve, though single readings can be large; an effect the other way counts as inactive or inconclusive. Only part of the results is shown. The share of hits here may be higher or lower than overall.

Order of results – Vif-APOBEC3F blk	TrxR1 substrate	Glioma ERSR ind	LDHA block	mIDH1 inhibitor	Vif-A3G inh	RGS4 inh	TrxR1 inh	USP1 inh
COc1ccc(/C=N/NC(=O)CN2CCS(=O)(=O)CC2)cc1
  3%	-11%[57.1 µM]	3%	-2	6%	-7%	14%	1%[57.1 µM]	-21%
COc1ccc(C)cc1N(C(=O)c1ccc(F)cc1)c1nc2ccccc2s1
  0%	-6%	-2%	-3	2%	-4%	-38%	1%	-24%
CC(C)CCNC(=O)C(c1cccnc1)N(CCc1ccccc1)C(=O)Cn1nnc2ccccc21 (stereo unspecified)
  -6%	14%[57.1 µM]	-6%	-5	2%	-1%	10%	15%[11.4 µM]	4%
Cc1cc(C(=O)CSc2nnc(-c3cccnc3)n2-c2ccccc2F)c(C)n1C
  1%	10%	0%	-5	3%	-23%	-16%	15%	-14%
Cc1csc(N2CCCC2c2nc3cc(Cl)c(N4CCCCC4)cc3n2CCOCCO)n1 (stereo unspecified)
  -5%	-2%	-4%	1	-1%	-4%	-44%	4%	-27%
COc1ccccc1OCCC(=O)OCC(=O)NC(=O)NC(C)(C)C
  0%	1%	-4%	-11	3%	-4%	12%	-5%	-4%
CCCCN(C(=O)Cc1ccc(S(=O)(=O)N2CCOCC2)s1)c1c(N)n(CC(C)C)c(=O)[nH]c1=O
  ?	7%	4%	-2	0%	-15%	-2%	5%	4%
COc1ccc(C(C(=O)NCc2ccccc2)N(Cc2cccs2)C(=O)c2cnccn2)cc1 (stereo unspecified)
  2%	-3%	-4%	-2	3%	-6%	-17%	8%	-22%
CC1(C)CC(=O)c2sc(NC(=O)C(C)(C)C)nc2C1
  5%	-15%	?	-1	0%	10%	12%	-4%	0%
CCOC(=O)c1c(NC2=NS(=O)(=O)c3ccccc32)sc2c1CCCCC2
  0%	9%	1%	-11	-6%	-1%	16%	-1%	-2%
CC(NC(=S)Nc1ccccc1Cl)C(c1ccccc1)N1CCOCC1 (stereo unspecified)
  -11%	0%	-3%	-1	-3%	3%	14%	-11%	-5%
COc1cc(CCNC(=O)c2ccc3c(c2)c(C)c(C)n3Cc2cccc(C)c2)cc(OC)c1OC
  -3%	-1%[57.1 µM]	-3%	3	-11%	5%	-3%	12%[57.1 µM]	-9%
NC(=O)C1CCN(C(=O)CCC(=O)c2ccc(F)cc2)CC1
  0%	0%	-4%	-2	5%	0%	-23%	10%	-17%
Cc1nc(-c2cc(C#N)c(=O)[nH]c2C)cs1
  3%	48%	-2%	-3	22%	3%	2%	-1%[57.1 µM]	-5%
CCCCc1ccc(-c2nc(N)n[nH]2)cc1
  -9%	1%	9%	1	15%	-1%	19%	5%	-3%

Record cards (already shown). Screens in order: Vif-APOBEC3F blk	TrxR1 substrate	Glioma ERSR ind	LDHA block	mIDH1 inhibitor	Vif-A3G inh	RGS4 inh	TrxR1 inh	USP1 inh
`COc1ccc(C)cc1N(C(=O)c1ccc(F)cc1)c1nc2ccccc2s1` is entered as 0%	-6%	-2%	-3	2%	-4%	-38%	1%	-24%
`Cc1cc(C(=O)CSc2nnc(-c3cccnc3)n2-c2ccccc2F)c(C)n1C` is entered as 1%	10%	0%	-5	3%	-23%	-16%	15%	-14%

Remaining list, next part.
Order of results – Vif-APOBEC3F blk	TrxR1 substrate	Glioma ERSR ind	LDHA block	mIDH1 inhibitor	Vif-A3G inh	RGS4 inh	TrxR1 inh	USP1 inh
O=c1[nH]c2ccccc2n1Cc1ccc(F)cc1
  3%	6%	-3%	-6	9%	-2%	5%	11%	-25%
CC1(c2nnc(Cc3ccccc3)o2)CC(c2ccc(OC(F)(F)F)cc2)=NO1 (stereo unspecified)
  9%	6%[57.1 µM]	-3%	-10	-8%	0%	24%	15%[57.1 µM]	11%
c1ccc(-c2nnc3n2NC(c2ccc4c(c2)OCO4)S3)cc1 (stereo unspecified)
  -2%	6%[57.1 µM]	-3%	-21	-4%	3%	-34%	-21%[11.4 µM]	-14%
CCOc1ccc(C(=O)SC2=NCCS2)cc1
  1%	-2%	-2%	-3	0%	-8%	-16%	9%	2%
CCC(Sc1ncccc1C(=O)Oc1cccc([N+](=O)[O-])c1)C(=O)Nc1ccccc1OC (stereo unspecified)
  3%	-2%	-1%	-2	-1%	-14%	-10%	0%	-2%
COCCN=C1OC(=O)N2C(=O)C3=C4[C@@H](C[C@H]5C(=O)N(c6ccccc6)C(=O)[C@H]5[C@H]4[C@@]12Cc1ccccc1)[C@H]1C(=O)N(c2ccccc2)C(=O)[C@H]1[C@H]3C
  6%	-7%[57.1 µM]	-3%	-4	-4%	-2%	-11%	9%[57.1 µM]	-28%
COc1nc(OC)nc(N2CCC(C(=O)NC3CCCCCC3)CC2)n1
  1%	2%	-4%	2	5%	-8%	14%	18%	-17%
CCOC(=O)/C=C/C(=O)Nc1ccc(S(=O)(=O)N2CCc3ccccc32)cc1
  3%	-1%	-1%	-14	5%	-12%	19%	24%	-8%
O=C(Nc1ccc(OCc2cc(=O)n3c4c(sc3n2)CCCC4)cc1)c1ccccc1
  -1%	2%	0%	-3	-1%	-2%	-3%	5%	-14%
COc1ccc(Br)cc1CN(C)C(=O)c1cc(Cl)c2c(c1)OCCO2
  -11%	-1%	-2%	-1&-2	0%	-6%	-15%	12%	-3%
O=C(COC(=O)c1ccncc1)Nc1cccc(Cl)c1
  -5%	12%[57.1 µM]	-8%	1	-2%	1%	-32%[11.4 µM]	23%[57.1 µM]	-14%
N#CCCC(CCC#N)C1=NCCc2ccccc21
  -12%	-5%	-2%	-5	-5%	-1%	9%	4%	-6%
Cc1ccc(Cn2c(N)c(S(=O)(=O)c3cccs3)c3nc4ccccc4nc32)cc1
  3%	78%[activator]	-4%	1	5%	-2%	9%	-21%	-10%
COC(=O)C1CCCCN1C(=O)c1ccc2oc(C(C)C)nc2c1 (stereo unspecified)
  1%	6%	2%	-7	-3%	1%	17%	28%	-10%
CCc1nnc(NC(=O)C2CCN(c3nc(C)cc(C)n3)CC2)s1
  -1%	3%	-4%	0	-2%	-1%	17%	1%	-12%

The listing continues:
Order of results – Vif-APOBEC3F blk	TrxR1 substrate	Glioma ERSR ind	LDHA block	mIDH1 inhibitor	Vif-A3G inh	RGS4 inh	TrxR1 inh	USP1 inh
CCN(CC)S(=O)(=O)c1cc(OC)ccc1N=Nc1ccc(O)c2ncccc12
  -8%	-7%	-2%	2	11%	5%	10%	14%[2.29 µM]	-1%
O=C(Nc1nc2ccccc2s1)c1ccc(Cl)s1
  -1%	5%	1%	-8	0%	-5%	-11%	6%	-8%
Cc1cc(C)nc(SCC(=O)NC2=NC(=O)C(C)S2)n1 (stereo unspecified)
  -5%	8%	-4%	1	-6%	4%	-15%	-3%	-9%
Cc1ccc(N2CC(C(=O)NCCS(=O)(=O)N3CCN(c4ccccc4)CC3)CC2=O)cc1 (stereo unspecified)
  -4%&-12%	-1%	-1%&0%	-5&-9&-7	0%&-2%	2%&3%	4%[56.9 µM]	12%	-28%&-12%
CC(CCc1ccccc1)NC(=O)Cc1cccs1 (stereo unspecified)
  -1%	2%[57.1 µM]	-3%	-2	2%	1%	-13%	-7%[57.1 µM]	-9%
CN(C(=O)COC(=O)c1cn(-c2ccccc2)nc1-c1ccccc1)C1CCS(=O)(=O)C1 (stereo unspecified)
  ?	4%	3%	-1	0%	0%	-26%	14%	-25%
Cc1ccc(C(=O)Nc2ccc(N3CCN(C(=O)c4ccco4)CC3)cc2)c(Cl)c1
  2%	-4%	-2%	-7	-11%	-14%	16%	-3%	-21%
CCc1ccc(N=C2NC(=O)/C(=C/c3ccc(OCC(=O)O)cc3)S2)cc1
  -1%	-7%	-2%	-17	-2%	-1%	-3%	-9%	-7%
COc1cc(C(C)=O)ccc1Oc1ncnc2c1cnn2-c1cccc(Cl)c1
  5%	-1%	3%	-8	-2%	0%	6%	-2%	-16%
O=C(COC(=O)COc1ccc(Br)cc1)NC1CCCC1
  1%	-6%	-6%	-5	1%	-5%	9%	-7%	-6%
CCOc1ccc2c(c1)C(N(CCN1CCOCC1)C(=O)Nc1ccc(OC)cc1OC)CC(C)(C)O2 (stereo unspecified)
  -11%	0%	-4%	1	6%	-4%	8%	6%	-11%
Cc1ccc(S(=O)(=O)N/N=C/c2cccs2)cc1
  0%	-4%	2%	-14	-9%	-7%	14%[11.4 µM]	1%	-21%
CCCc1cc(=O)oc2c(C)c(OCC(=O)NC3CCN(Cc4ccccc4)CC3)ccc12
  2%	9%	1%	-5	0%	-1%	16%	5%	-9%
